Bioassay records from PubChem.
STK33 inh – inhibitors of purified STK33 kinase, primary screen, biochemical, ADP-Glo luminescence, homogeneous, cell-free; Serine/threonine-protein kinase 33 (Homo sapiens), Q9BYT3; MBP phosphorylation; inhibition, % at 10 µM; hit rate 0.073% among 320,000;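 active means inhibition at or above 25%, using the most active replicate where run in duplicate; inactive means inhibition below 25%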
Target sequence (Q9BYT3 whole entry, looked up): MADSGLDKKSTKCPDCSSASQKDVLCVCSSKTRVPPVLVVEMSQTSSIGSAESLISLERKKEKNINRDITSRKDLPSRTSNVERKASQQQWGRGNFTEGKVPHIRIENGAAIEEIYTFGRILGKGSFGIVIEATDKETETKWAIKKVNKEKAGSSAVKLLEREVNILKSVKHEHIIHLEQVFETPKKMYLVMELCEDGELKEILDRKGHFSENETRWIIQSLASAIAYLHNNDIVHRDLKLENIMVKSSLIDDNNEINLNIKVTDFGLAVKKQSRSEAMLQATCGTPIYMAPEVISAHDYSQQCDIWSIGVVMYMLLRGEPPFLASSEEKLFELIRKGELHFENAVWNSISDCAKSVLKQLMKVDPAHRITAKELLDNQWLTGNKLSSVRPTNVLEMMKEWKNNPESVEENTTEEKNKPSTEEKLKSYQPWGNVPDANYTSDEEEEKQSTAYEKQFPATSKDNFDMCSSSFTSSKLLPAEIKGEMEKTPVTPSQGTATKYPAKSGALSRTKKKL
OX1R antag – antagonists of human orexin 1 receptor (OX1R) | OX1R-expressing cells, FRET antagonist read-out | inhibition, % at 6.6 µM | hit rate 1.8% among 330,000 | AID 485270, 2010; in the data active means inhibition mostly above about 38%, no sharp cut-off; inactive means mostly below about 40%;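 further: 0% = agonist challenge alone and 100% = reference antagonist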
Target sequence (O43613 whole entry, looked up): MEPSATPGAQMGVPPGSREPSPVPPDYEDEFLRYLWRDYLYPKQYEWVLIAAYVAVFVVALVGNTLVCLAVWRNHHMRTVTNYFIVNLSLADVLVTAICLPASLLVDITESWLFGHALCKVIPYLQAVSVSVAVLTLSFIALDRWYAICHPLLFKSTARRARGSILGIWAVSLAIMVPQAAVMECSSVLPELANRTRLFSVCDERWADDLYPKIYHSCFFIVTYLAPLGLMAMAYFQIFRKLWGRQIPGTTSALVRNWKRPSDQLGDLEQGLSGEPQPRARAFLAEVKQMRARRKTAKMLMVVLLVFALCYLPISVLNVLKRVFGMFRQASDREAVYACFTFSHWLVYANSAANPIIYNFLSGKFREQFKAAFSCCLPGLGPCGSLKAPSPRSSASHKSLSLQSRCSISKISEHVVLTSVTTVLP
KCNQ2 inh – KCNQ2 potassium channel inhibitors, primary screen, cell-based, CHO-K1, FluxOR thallium flux, B-score (AID 2156); Potassium voltage-gated channel subfamily KQT member 2 (Rattus norvegicus), O88943; 20 min; active compounds read low; B-score at 10 µM; hit rate 1.1% among 310,000;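 active means fluorescence ratio B-score at most minus 3 library SDs, with starting brightness B-score within 2 library SDs, cut at about -5.5 in these data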
* hit, by the source's call; i = inactive; nt = no result given.

STK33 inh | OX1R antag | KCNQ2 inh | canonical_smiles
0.9 | 30.0 | i | CC1CC(C)CN(S(=O)(=O)c2ccc3c(c2)C(C)(C)C(=O)N3C)C1 (stereo not given)
-0.7 | 12.2 | i | Cc1ccc2cc(CN(CC3CCCO3)C(=S)Nc3ccccc3)c(=O)[nH]c2c1C (stereo not given)
0.2 | -1.2 | i | Cc1cc(C(=O)NCCCN2CCCC2=O)no1
0.5 | 36.1 | i | CCOc1cc(C2CC(=O)c3c(ccc4ccccc34)N2)ccc1O (stereo not given)
1.2 | 11.7 | -7.03* | Cc1ccc(C)c(N2CCN(C(=O)C(Cc3ccccc3)n3cccc3)CC2)c1 (stereo not given)
1.2 | 7.7 | i | O=c1[nH]c2ccc(S(=O)(=O)Nc3ccc(Br)cc3)cc2[nH]1
-0.2 | -6.5 | i | O=c1c(/C=N/OCc2ccc(Cl)cc2Cl)c[nH]n1-c1cccc(Cl)n1
-0.6 | 16.8 | i | Cc1ccc(CNS(=O)(=O)c2ccc3c(c2)NC(=O)CO3)cc1
-0.4 | 29.8 | i | CCOc1ccccc1N(CC(=O)Nc1ccc(S(=O)(=O)N2CCOCC2)cc1)S(=O)(=O)c1ccccc1
0.4 | 11.6 | i | Cc1cc(C(=O)N2CCN(c3ccc(F)cc3)CC2)on1
0.9 | 13.9 | nt | Cc1ccccc1C(=O)N1CCC(C(=O)OCc2ccccn2)CC1
2.6 | 8.8 | nt | C=CC(=O)Nc1cccc(Oc2ncnc3[nH]cc(-c4cnc5ccccc5c4)c23)c1

The closing 4 entries of the section above are carried over, then new ones follow.
STK33 inh | OX1R antag | KCNQ2 inh | canonical_smiles
-0.4 | 29.8 | i | CCOc1ccccc1N(CC(=O)Nc1ccc(S(=O)(=O)N2CCOCC2)cc1)S(=O)(=O)c1ccccc1
0.4 | 11.6 | i | Cc1cc(C(=O)N2CCN(c3ccc(F)cc3)CC2)on1
0.9 | 13.9 | nt | Cc1ccccc1C(=O)N1CCC(C(=O)OCc2ccccn2)CC1
2.6 | 8.8 | nt | C=CC(=O)Nc1cccc(Oc2ncnc3[nH]cc(-c4cnc5ccccc5c4)c23)c1
-1.8 | 10.9 | i | N/C(=N\OC(=O)c1ccc2c(c1)OCO2)c1ccc(Br)cc1
-4.1 | 17.0 | i | COc1ccc(N2CCN(C(=O)Cn3cnc4c(cnn4-c4ccccc4)c3=O)CC2)cc1
0.0 | 3.2 | i | CC1OC23CCCCC2C(C#N)(C(=N)O3)C1(C#N)C#N (stereo not given)
0.8 | 4.4 | i | COc1cc(/C=N/NC(=O)c2nonc2C)ccc1O
1.0 | 6.9 | i | O=S(=O)(c1ccccc1)N(Cc1ccccn1)Cc1ccccn1
-0.7 | 6.4 | i | Cc1cc(C)cc(-c2nnc(SCC(=O)NCc3cccs3)o2)c1
-0.9 | 12.3 | i | Cn1c(CCNC(=O)c2cc(COc3ccc(F)c(F)c3)on2)nc2ccccc21
-0.3 | 5.7 | i | CCCCOc1ccc(NC(=O)CN2CCN(C(=O)OCC)CC2)cc1
-2.6 | 7.1 | i | COc1cccc(NC(=O)COC(=O)/C=C/c2ccc(Cl)cc2Cl)c1
0.0 | 6.5 | i | CCCCCCCNC1=CC(=O)CC(c2ccccc2)C1 (stereo not given)
-0.1 | 26.6 | i | CCn1nc(C)cc1C(=O)Sc1ccc(C)cc1
-1.9 | 10.5 | i | O=C1c2ccccc2C(=O)N1CCCn1ccnc1
19.7 | 15.1 | i | FC(F)Oc1ccc(NC(=S)Nc2ccc3cn[nH]c3c2)cc1
-0.1 | 7.5 | i | Cc1onc(-c2c(Cl)cccc2Cl)c1C(=O)N(C)Cc1ccccc1
-0.9 | 6.3 | i | Cc1cccc(NC(=O)c2ccc(S(=O)(=O)N3CCCCCC3)cc2)n1
-0.2 | 40.8 | i | Cc1ccc(-c2cc(Cc3cccs3)c(=O)[nH]n2)cc1
-0.1 | nt | i | CC(C)COc1cccc(-c2cc(C(=O)N/N=C/c3ccncc3)c3ccccc3n2)c1
-0.7 | 2.6 | i | O=C(O)c1ccccc1C(=O)OCc1ccccc1
1.5 | 14.3 | i | CC(=O)Nc1ccc(S(=O)(=O)Oc2cccc(N3C(=O)C4CCCCC4C3=O)c2)cc1 (stereo not given)
-1.4 | 10.5 | i | COc1ccc(N2C(=O)CC(Cc3ccccc3)C2=O)cc1 (stereo not given)
-0.3 | 10.8 | i | O=C1N=C(N2CCN(c3ccccc3)CC2)S/C1=C/c1ccco1
0.2 | 24.8 | i | Cn1c(SCC(=O)OCc2ccccc2)nnc1-c1ccco1
1.0 | 14.7 | i | COC(=O)c1ccc(C2/C(=C(/O)c3ccc4c(c3)CC(C)O4)C(=O)C(=O)N2Cc2ccncc2)cc1 (stereo not given)
-0.4 | 10.9 | i | CC(=O)N1CCN(C(=O)CCc2c[nH]c3ccccc23)CC1
-0.1 | 13.4 | i | CCn1c(COc2ccccc2)nnc1SCC(=O)Nc1cc(OC)ccc1OC
-0.7 | nt | i | O=C(O)C(=O)Nc1ccc(NC(=O)C(c2ccccc2)c2ccccc2)cc1
-1.0 | 19.8 | i | O=C(Nc1ccccc1Br)c1cc[n+]([O-])cc1
-0.5 | 20.4 | i | O=C1C2CCCN2C(=S)N1Cc1ccccc1 (stereo not given)
-1.4 | 18.2 | i | COc1ccccc1CCNC(=O)c1cc(-c2ccccn2)nc2ccc(Br)cc12
0.1 | 11.2 | i | Cc1cccc(C)c1NC(=O)C(=O)NCCCN1CCOCC1
0.6 | 11.9 | i | CN(C)S(=O)(=O)c1cc(NC(=O)CN2CCc3ccccc32)ccc1Cl
0.3 | 6.4 | i | CCN1/C(=C/C(=S)Nc2ccccc2)Sc2ccccc21
-0.2 | 16.8 | i | NC(N)=Nc1nc2cc([N+](=O)[O-])ccc2o1
0.3 | 16.2 | i | CN1C(=O)c2c(sc3c2CCCC3)NC1c1ccccc1O (stereo not given)
10.7 | 9.6 | i | Cc1cc(NC(=O)c2cnn3cccnc23)n(-c2ccccc2)n1
0.7 | 0.3 | i | COc1ccc(/C=N/n2c(-c3n[nH]c4c3CCC4)n[nH]c2=S)c(OC)c1OC
-2.5 | 7.7 | i | Cc1cc(Br)ccc1NC(=S)N1CCOCC1
0.6 | 14.3 | i | CCOc1cc(C(=O)OCC(=O)Nc2cc(C)on2)cc(OCC)c1OCC
1.7 | 24.3 | i | S=C(NCCSCc1ccccc1Cl)Nc1ccccc1
-0.3 | 17.6 | i | O=C(NCCc1ccccc1)C(c1ccccc1)N(C(=O)c1csnn1)C1CC1 (stereo not given)
0.5 | 1.7 | nt | C=CCn1c(SCC(=O)Nc2c(C)n(C)n(-c3ccccc3)c2=O)nc2ccccc2c1=O
-3.0 | 12.8 | i | CCOC(=O)c1nnn(-c2nonc2-n2cccc2)c1CN1CCC(C)CC1
-0.6 | 9.5 | -5.57* | Cc1cc(N/N=C2\CC(C)CC(C)(C)C2)nc2ccccc12 (stereo not given)
0.6 | 4.1 | i | COc1cccc(NC(=S)N2CCc3cc(OC)c(OC)cc3C2)c1
-0.4 | 7.4 | i | CCOC(=O)c1c(C)[nH]c(C(=O)COC(=O)/C=C/c2cccc(OC)c2OC)c1C
-1.5 | 14.8 | i | CCOC(=O)c1[nH]c(=O)[nH]c1COC(=O)c1cc2ccccc2o1
-2.4 | 4.3 | i | CCN(CC)C(NC(=O)Cc1ccccc1)C(Cl)(Cl)Cl (stereo not given)
0.9 | 3.0 | i | O=C(CS)Nc1ccc2ccccc2c1
-0.9 | 13.9 | i | COc1ccc(OCc2nc(N)nc(Nc3ccc(C)cc3)n2)cc1
-1.6 | 0.6 | i | Cc1cc(N2CCN(c3ccccc3Cl)CC2)n2cc(-c3ccccc3)nc2n1
-0.3 | 15.8 | i | CCCCN(C(=O)NC(=O)C1=C(N2CCOCC2)/C(=C/c2ccccc2)CC1)S(C)(=O)=O
-2.0 | 9.2 | i | CC1(C(=O)NCCc2c[nH]c3ccccc23)C=CCN1C(=O)c1ccccc1 (stereo not given)
-0.8 | 53.3 | i | Cc1c(C(=O)OCC(=O)c2ccc3c(c2)OCCO3)oc2ccccc12
0.1 | 3.0 | i | CCNc1nc(NC(C)C)nc(ON=C(C)C)n1
-1.9 | 21.3 | i | CCOC(=O)N1CCC(NC(=O)Cn2c3c(c(-c4ccccc4Cl)cc2=O)CCC3)CC1
-0.7 | 6.7 | i | O=C(Nc1ccc(F)cc1)C1CCC(CNc2c(N3CCCCC3)c(=O)c2=O)CC1 (stereo not given)
-0.8 | 22.0 | i | O=C(CN1C(=O)c2cccnc2Oc2ccc(Cl)cc21)NCCC1=CCCCC1
-0.5 | 2.4 | i | O=C1CCC(=O)N1CC(=O)N(c1ccccc1)c1ccccc1
0.2 | -5.7 | i | Cc1csc(NC(=O)CSc2nnnn2C)n1
-0.7 | 14.1 | nt | Cc1nn(-c2ccccc2)c2[nH]c(=O)cc(C(F)F)c12

The list goes on:
STK33 inh | OX1R antag | KCNQ2 inh | canonical_smiles
nt | 23.3 | i | O=C(Cc1ccc(Br)cc1)NNC(=O)Nc1ccc(Cl)cc1
-0.3 | 7.4 | i | CC(C)CC(=O)c1c[nH]c(C(=O)NCc2ccc(F)cc2)c1
-1.1 | 15.9 | i | O=C(CSc1nc2c([nH]c3ccccc32)c(=O)n1-c1ccc(F)cc1)NCc1ccco1
-0.3 | -0.4 | i | COc1cc(C(C)=O)ccc1Oc1cnccn1
2.5 | 23.2 | i | Cn1cc(CNC(=O)C2CCC(=O)N(Cc3ccccc3F)C2)cn1 (stereo not given)
-0.7 | 6.6 | i | Cc1ccc(OCCOCCN2CCCC2)c(Br)c1
-0.8 | 14.1 | i | CN1CCN(c2cc(=O)n(-c3ccc(Cl)cc3)c(=O)[nH]2)CC1
-0.3 | 16.1 | i | O=C(NCc1nc2ccccc2[nH]1)c1cccc(S(=O)(=O)N2CCOCC2)c1
0.1 | 14.9 | i | COc1ccc(NC(=O)CSc2nnc(CN3CCOCC3)n2-c2ccccc2)cc1Cl
-0.4 | 16.8 | i | CCCc1ccc2oc(C(=O)N(Cc3ccncc3)CC3CCCO3)c(C)c2c1 (stereo not given)
-4.7 | 8.4 | i | CCOC(=O)c1cccc(NC(=O)CC2Oc3ccccc3NC2=O)c1 (stereo not given)
0.6 | 2.4 | i | O=C(Nc1cccc(NC(=O)c2cccc(F)c2)n1)c1cccc(F)c1

A second format for part of the listing above:
CCOC(=O)c1cccc(NC(=O)CC2Oc3ccccc3NC2=O)c1 (stereo not given)
  STK33 inh = -4.7
  OX1R antag = 8.4
  KCNQ2 inh = i
O=C(Nc1cccc(NC(=O)c2cccc(F)c2)n1)c1cccc(F)c1
  STK33 inh = 0.6
  OX1R antag = 2.4
  KCNQ2 inh = i

Later entries:
STK33 inh | OX1R antag | KCNQ2 inh | canonical_smiles
-2.4 | 9.5 | i | O=C(NC1CCCc2ccccc21)C1CCN(S(=O)(=O)N2CCCCCC2)CC1 (stereo not given)
-0.4 | 12.9 | i | Fc1ccc(-c2nn3c(C4COc5ccccc5O4)nnc3s2)cc1 (stereo not given)
-0.4 | 13.0 | i | CCN(CC(=O)NCc1cccs1)S(=O)(=O)c1ccc(F)cc1
-1.1 | 5.3 | i | C=C1CSc2nc3ccccc3c(=O)n21
0.0 | 4.7 | i | CCCOc1ccc(N2C(=O)CC(N(Cc3ccccc3)N=O)C2=O)cc1 (stereo not given)
-0.9 | 4.1 | i | Cc1c(Br)c([N+](=O)[O-])nn1CC(=O)Nc1sc2c(c1C(=O)OC(C)C)CCC(C)C2 (stereo not given)
2.6 | 4.0 | i | Cc1cc(C)c2c3c(sc2n1)C(c1ccccc1)C(C#N)=C(N)O3 (stereo not given)
-0.1 | 34.0 | i | C#CCOCCOCCOCCNc1nc(N2CCN(C(=O)[C@H]([C@@H](C)CC)n3cc([C@@H](N)Cc4ccc(O)cc4)nn3)CC2)nc(N2CCN(C(=O)[C@H]([C@@H](C)CC)n3cc([C@@H](N)CC(C)C)nn3)CC2)n1
1.0 | 5.5 | i | CC1(C)CC(=O)c2c(O)cc(O)cc2O1
-0.7 | 12.0 | i | CCOc1ccc(-c2nn(-c3ccccc3)cc2/C=C2\SC(=S)N(Cc3ccco3)C2=O)cc1
0.6 | 19.6 | i | Cc1ccccc1NC(=S)Nc1cccc([N+](=O)[O-])c1
-1.1 | 7.7 | i | CN1CCN(C(=O)C23CCC(C)(C(=O)C2Br)C3(C)C)CC1 (stereo not given)

Exported with two lines to a compound: entries from further up
Under each structure: STK33 inh | OX1R antag | KCNQ2 inh
- Cc1ccccc1NC(=S)Nc1cccc([N+](=O)[O-])c1
  0.6 | 19.6 | i
- Cc1cc(C)c2c3c(sc2n1)C(c1ccccc1)C(C#N)=C(N)O3 (stereo not given)
  2.6 | 4.0 | i
- Fc1ccc(-c2nn3c(C4COc5ccccc5O4)nnc3s2)cc1 (stereo not given)
  -0.4 | 12.9 | i

Next section:
STK33 inh | OX1R antag | KCNQ2 inh | canonical_smiles
6.8 | 15.9 | i | CCOc1ccc(N(C)Cc2cc(=O)oc3ccc(OC)cc23)cc1
-1.6 | 4.7 | i | O=C(COc1ccc(Cl)cc1)Nc1ccc(C(=O)O)cc1NC(=O)COc1ccc(Cl)cc1
-0.3 | 2.9 | i | CCOCCCNC(=O)CCc1nnc2ccc(N3CCCCC3)nn12
7.4 | -4.9 | i | Cc1cccc(C)c1NC(=S)N(CCCN1CCN(C)CC1)Cc1cccs1
0.1 | 1.6 | i | C1CCN(CCCNC2C3CC4CC(C3)CC2C4)C1 (stereo not given)
0.9 | 5.5 | i | C/C(=N\NC(=O)Cc1ccccc1)c1cccs1
0.5 | 13.6 | i | O=C(/C=C/c1ccccc1)N/C(=C/c1ccccc1)C(=O)NCCCO
0.5 | 6.9 | i | Cc1cc(OCC(=O)Nc2ccc(S(=O)(=O)N3CCN(C)CC3)cc2)cc(C)c1Cl
